Screens deposited in PubChem BioAssay by National Center for Advancing Translational Sciences (NCATS).
Glioma ERSR ind: inducers of ER stress response in human glioma cells; hit rate 0.02% among 420,000; Potency, µM, without a hit: top-dose activation, most hits filed as activators; U87-MG GRP78 promoter luciferase reporter, 16 h; further: potency means the concentration at half of the fitted maximal effect; series mostly up to about 76 µM; % of control where 0% means no effect; nearly all actives have a fitted effect of over 35% in size
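Stably transfected U87-MG human glioma cells carrying a GRP78-based luminescent sensor were seeded at 1000 cells/well, pin-dosed with compounds and incubated 16 h. Luciferase reagent was then added, and end-point luminescence was read after 10 min at room temperature.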
D1 agonist: activates the human D1 dopamine receptor; activation, % at 2 µM; HEK293 T-REx D1 cells, calcium flux, agonist mode; hit rate 1% among 360,000; P21728; AID 504660; in the data active means activation above about 30%; further: 0% is about no effect
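Inducible HEK293 T-REx D1 cells, force-coupled to calcium signalling, were plated at 4000 cells/well with tetracycline and held overnight at 30 C. After no-wash calcium dye loading, compound-evoked calcium rise over 180 s flagged agonists.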
RXFP1 ag: RXFP1 (human) receptor agonism. HEK293T-RXFP1 cAMP TR-FRET, 30 min; response scale: percent of porcine relaxin response, buffer zero. Potency, µM (titrated, usually from 57.5 µM), for inactives: top-dose activation, hits mostly activators. hit rate 0.3% among 370,000. AID 2676; further: potency means the concentration at half of the fitted maximal effect; on the % scale 0 is the no-effect control and ±100 the full control effect; nearly all actives have a fitted effect of over 60% in size; many of its hits are not listed in these tables
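cAMP rise read by TR-FRET after 30 min, 37C compound exposure (up to 58 uM) in RXFP1-transfected HEK293 cells with Ro 20174 present. EC50 from Hill-equation fits, with 29 nM porcine relaxin as 100% and buffer as basal.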
Vif-APOBEC3G blk: Vif-A3G binding inhibition; HeLa A3G-eYFP + Vif (tagged APOBEC3G with the HIV-1 protein that degrades it), YFP fluorescence, overnight; Potency, µM (doses to about 46.1 µM), for the others: at the highest dose activity, negative = active, most hits filed as inhibitors; hit rate 0.076% among 410,000;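 further: potency means the concentration at half of the fitted maximal effect; on the % scale 0 is the no-effect control and ±100 the full control effect; nearly all actives have a fitted effect of over 60% in size; hits raise eYFP signal because A3G escapes Vif-driven loss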
Target sequence (Q9HC16 whole entry, looked up): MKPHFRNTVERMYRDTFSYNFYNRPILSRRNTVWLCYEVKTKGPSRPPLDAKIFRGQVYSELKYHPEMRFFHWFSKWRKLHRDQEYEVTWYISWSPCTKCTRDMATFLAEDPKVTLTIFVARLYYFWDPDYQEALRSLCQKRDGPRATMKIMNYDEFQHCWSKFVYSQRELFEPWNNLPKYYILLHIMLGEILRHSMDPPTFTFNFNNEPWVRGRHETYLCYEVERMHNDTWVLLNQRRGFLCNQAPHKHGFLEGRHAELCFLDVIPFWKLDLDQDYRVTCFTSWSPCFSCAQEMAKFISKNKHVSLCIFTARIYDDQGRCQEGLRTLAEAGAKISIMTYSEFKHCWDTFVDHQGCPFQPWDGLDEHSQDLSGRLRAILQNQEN
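HeLa cells stably expressing Vif and C-terminally eYFP-tagged A3G, seeded overnight at 37 deg C, then exposed to compound by pintool overnight at 37 deg C. Rise in yellow fluorescence (Ex 488/Em 500-530, Acumen) marks blocked Vif-driven A3G degradation.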
Vif-APOBEC3F blk: inhibitors of Vif-A3F interaction; HeLa A3F-eYFP + Vif (tagged APOBEC3F with the HIV-1 protein that degrades it), YFP fluorescence increase; Potency, µM (series often up to 46.1 µM), without a hit: at the top dose activity, negative = active; hit rate 0.2% among 390,000; AID 602313; further: potency means the concentration at half of the fitted maximal effect; % of control where 0% means no effect; nearly all actives have a fitted effect of over 65% in size
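HeLa cells stably expressing A3F-eYFP plus Vif, plated and incubated overnight at 37 deg C, then exposed to compounds overnight at 37 deg C. Blocked degradation read as raised yellow fluorescence (Ex 488/Em 500-530).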
D1 antagonist: antagonists of human D1 dopamine receptor; hit rate 3.2% among 360,000; P21728; activity change, negative = inhibition, % at 10 µM; HEK293 TREx D1 cells, calcium flux, dopamine EC80; stronger effect = lower value; in the data active means activity change below about -30%; further: on the % scale 0 is the no-effect control and ±100 the full control effect
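Using tetracycline-induced force-coupled D1 Hek293 cells and a calcium dye, signals were followed for 180 s after compound, then for 180 s after EC80 dopamine, to detect inhibitors.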
D1 potentiator: human D1 dopamine receptor positive modulation; HEK293 TREx D1 cells, calcium flux, dopamine EC20 potentiation; potentiation, % at 10 µM; hit rate 0.036% among 360,000; in the data active means potentiation above about 30%; further: 0% is about no effect
D2 potentiator: positive allosteric modulators of human D2 dopamine receptor; HEK293 T-REx D2, calcium flux, EC20 dopamine potentiation; hit rate 0.34% among 340,000; potentiation, % at 10 µM; AID 485347;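 active means potentiation over 3 SD above the plate norm, cut at about 30% in these data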; further: 0% is about no effect
Target sequence (P14416 whole entry, looked up): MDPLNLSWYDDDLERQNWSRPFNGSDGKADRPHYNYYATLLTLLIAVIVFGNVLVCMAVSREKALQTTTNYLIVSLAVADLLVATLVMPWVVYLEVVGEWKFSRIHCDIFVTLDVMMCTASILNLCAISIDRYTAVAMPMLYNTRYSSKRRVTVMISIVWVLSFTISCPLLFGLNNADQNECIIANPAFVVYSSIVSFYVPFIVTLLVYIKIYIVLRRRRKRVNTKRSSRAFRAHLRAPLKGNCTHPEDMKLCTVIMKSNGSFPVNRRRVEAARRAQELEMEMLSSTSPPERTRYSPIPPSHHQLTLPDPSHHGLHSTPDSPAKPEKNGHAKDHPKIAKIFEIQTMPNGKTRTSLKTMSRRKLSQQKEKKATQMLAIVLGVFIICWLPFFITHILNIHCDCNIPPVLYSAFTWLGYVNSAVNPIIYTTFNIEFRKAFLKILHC
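Primary screen. Calcium kinetics in induced HEK293 T-REx D2 cells: compound pre-addition 180 s, EC20 dopamine, 180 s more.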
RXFP1 antagonist: blocks the human relaxin receptor RXFP1; activity change, negative = inhibition, % at 57.5 µM; HEK293-RXFP1, relaxin-stimulated cAMP HTRF, 30 min; stronger effect = lower value; AID 1259400; Q9HBX9; hit rate 0.59% among 350,000;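 active means activity change of -60% or lower, but not beyond a set lower limit; inconclusive means change between -60% and -40%, or beyond the set limit; inactive means change above -40%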; further: on the % scale 0 is the no-effect control and ±100 the full control effect
* marks the source's active call; other numbers are inactive results; ? = inconclusive; · = no result given; & = joins results of further samples. Unless noted, the call rests on the fitted dose curve; in most records, active means well fitted curve in the direction sought with a large enough effect; inconclusive means small, poorly fitted or top-dose-only effect, or another doubt; inactive means no such curve, though single readings can be large; an effect the other way counts as inactive or inconclusive.

SMILES	Glioma ERSR ind	D1 agonist	RXFP1 ag	Vif-APOBEC3G blk	Vif-APOBEC3F blk	D1 antagonist	D1 potentiator	D2 potentiator	RXFP1 antagonist
CC(=O)Nc1cc2cc(NS(=O)(=O)c3ccc(C)cc3)ccc2oc1=O	-6%	3	0.0%	1%	23%	-7	1	-9	-29
O=C(Cc1ccc(Cl)cc1)NNS(=O)(=O)c1ccc([N+](=O)[O-])cc1	-7%	2	-1.8%	0%	-4%	33	-9	-2	-5
COc1cc(/C=C(/C#N)c2nc3ccccc3[nH]2)ccc1OCC(=O)Nc1ccccc1C(C)C	11%	0	19%	-14%	10µM*	-3	-4	-6	·
c1ccc(COc2ccc(CNn3cnnc3)cc2)cc1	0%	4	0.2%	1%	-1%	-3	-4	-3	7
O=C(C1CC(=O)N(c2ccc(F)cc2)C1)N1CCC(c2nc3ccccc3[nH]2)CC1 (stereo not given)	-4%	3	1.1%	0%	5%	6	4	-20	-12
Cc1ccc(S(=O)(=O)N/N=C/c2ccc3nccnc3c2)cc1	-3%	2	2.5%	-1%	3%	6	8	11	14
Cc1ccc(NC(=O)CCNS(=O)(=O)c2ccc3c(c2)CCC(=O)N3)cc1F	0%	5	4.8%	0%	-4%	-1	-8	-3	-2
O=[N+]([O-])c1ccccc1S(=O)(=O)N1CCN(c2ccc(F)cc2)CC1	-3%	2	2.2%	3%	?	-6	-3	·	2
NC(=O)C1CCN(C(=O)CSc2nc(O)cc(=O)[nH]2)CC1	-4%	8	-1.1%	2%	6%	8	-3	7	-3
Cc1ccc(S(=O)(=O)NCCC(=O)OC(C)C(=O)NC2CC2)cc1 (stereo not given)	-1%	2	0.5%	1%	-15%	0	0	8	0
COc1ccccc1NC(=O)NC1CCS(=O)(=O)C1 (stereo not given)	1%	0	2.9%	2%	-19%	11	5	-5	-3
O=C(COc1ccccc1Cl)NC1CC1	2%	3	0.0%	-1%	5%	2	-2	0	9
Cc1ccc(NC(=O)Cn2c(=O)oc3cc(S(=O)(=O)N4CCC(C)CC4)ccc32)cc1C	-3%	4	0.9%	?	-26%	-6	·	-2	·
O=C(c1ccco1)N1CCN(C(=O)c2snc3ccc(Cl)cc23)CC1	-4%	2	2.2%	0%	-7%	11	6	10	-2
COC(=O)c1cc2ccccc2c([N+](=O)[O-])c1O	-6%	·	·	0%	0%	·	·	·	4
C=CCn1c(NS(=O)(=O)c2ccccc2)c(S(=O)(=O)c2ccc(C)cc2)c2nc3ccccc3nc21	0%	1	1.7%	-1%	-1%	4	-2	8	·
Cc1nn(Cc2ccc(C(=O)NN)o2)c(C)c1Cl	-1%	5	3.5%	0%	2%	-22	-1	-4	-3
CC(=O)N1C(c2ccccc2)CC(=O)OC1c1ccc2c(c1)OCO2 (stereo not given)	-4%	3	0.2%	0%	4%	-9	9	-11	-16
COc1ccccc1N1CCN(CCCNC(=O)Nc2ccccc2C)CC1	-3%	2	3.1%	-3%	7%	-42*	-8	-26	-11
Cc1[nH]c(N=Nc2ccccc2)nc1N=Nc1ccccc1	0%	6	0.2%	-8%	-5%	-17	-5	-14	-94*
CCSc1nc(-c2ccc(OC)cc2)n(-c2nc3ccccc3s2)n1	2%	19	-0.1%	3%	-8%	1	-1	3	17
C/C=C1\C(OC2OC(CO)C(O)C(O)C2O)OC=C(C(=O)OC)C1CC(=O)OCC1C(C)C(OC(=O)CC2C(C(=O)OC)=COC(OC3OC(CO)C(O)C(O)C3O)/C2=C\C)CC1C(CO)CO (stereo not given)	1%	-1	-1.2%	-2%	-7%	-31*	-2	6	·
CN1CCN(c2ccc(NC(=O)c3ccc(Cl)cc3Cl)cc2)CC1	-2%	5	0.2%	1%	-14%	-44*	-15	0	8
CCO/C([O-])=N/c1c[n+](N2CCOCC2)no1	1%&-1%&-1%&-2%&-2%	2&-1	-1.7%&-1.2%	-1%&-3%	-2%&-2%	-13&5	2&-4	4&-3	14
CC(C)c1ccc(OCC(=O)N2CCc3ccccc3C2)cc1	4%	2	0.1%	0%	-96%	4	2	-10	-16
CCN(CC)c1ccc(/C=N/NC(=O)c2ccccn2)cc1	-10%	1	2.7%	-27%	-2%	-3	0	9	?
O=C(CNC(=O)c1cccs1)N/N=C/c1ccc(Cl)cc1	1%	0	0.0%	-3%	-12%	-3	-2	-13	-11
Cc1nc2ccc(NC(=O)c3cc(S(=O)(=O)N4CCOCC4)ccc3C)cc2s1	0%	0	-1.5%	-3%	-19%	-9	-2	-3	7
NNc1ncnc2c1cnn2-c1ccccc1	-1%	1	1.3%	?	3%	5	-1	6	-8
C#CCOCCOCCOCCNc1nc(N2CCN(C(=O)[C@H](Cc3cc4ccccc4[nH]3)n3cc(C(N)CC(C)C)nn3)CC2)nc(N2CCN(C(=O)[C@H](CCC(=O)O)n3cc(C(N)[C@H](C)CC)nn3)CC2)n1 (stereo not given in full)	-5%	-4	0.3%	6%	1%	5	0	0	·
CC1=C(C/C=C(\C)CCCC(C)CCCC(C)CCCC(C)C)C(=O)c2ccccc2C1=O (stereo not given)	-4%&-1%	-1	-0.4%	0%	0%	26	-4	10	·
Cc1cc(Cl)ccc1OC(C)C(=O)OCC(=O)Nc1ccc2[nH]c(=O)[nH]c2c1 (stereo not given)	8%	3	1.2%	-1%	0%	-11	-2	-3	-7
O=C(NCCC1=CCCCC1)c1cccc2c1C(=O)N(C1CCCCC1)C2	-3%	-1	-1.4%	2%	1%	9	2	0	-1
O=C1CC(c2ccccc2)CN1C(=O)c1cncc(Br)c1 (stereo not given)	-4%	4	4.2%	2%	-4%	-28	-1	-1	5
CC(=O)Nc1nc(-c2ccc(Cl)cc2)nc(C)c1C(C)=O	4%	-2	-1.0%	-3%	-17%	25	4	-10	-10
COc1cc(OC)cc(C(=O)N[C@H](C(=O)OCC(=O)N2CCc3ccccc32)C(C)C)c1	1%	3	2.0%	2%	2%	6	2	8	-5
Cc1cccc(NC(=S)NCCN(C2CCCCC2)C2CCCC2)c1	-4%	12	-0.1%	4%	-6%	6	0	·	-6
COc1cc(Cl)c(C)cc1NC(=O)CSc1nnc(-c2ccccn2)n1Cc1ccco1	-2%	3	3.3%	-1%	0%	8	-2	-7	-5
COc1ccc(Cn2c(SCc3ccc(C(=O)NCc4cccs4)cc3)nc3ccncc32)cc1	-1%	19	1.3%	1%	-2%	-5	-1	5	-15
Cc1ccc(NC(=O)CN(C)Cc2cc(=O)n3ccsc3n2)cc1	-5%	0	6.9%	3%	7%	-12	6	-2	-9
CCOC=C1C(=O)N(C(C)=O)c2cc(OC)c(OC)cc21	-3%	·	·	2%	1%	·	·	·	-20
Cc1ccc(-c2cc(C(=O)Nc3ccncc3)c3ccccc3n2)cc1	1%	3	2.4%	-8%	-25%	3	-10	9	0
Cc1ccccc1Cn1nc(C)c(NC(=O)c2cc(-c3ccc(F)cc3)on2)c1C	-1%	3	2.2%	-3%	-13%	-17	0	1	·
Cc1ccc2c(c1)Oc1ccc([N+](=O)[O-])cc1C(=O)N2	-6%	1	0.6%	3%	7%	-8	0	-10	13
O=C(c1ccc(NC(=O)C(c2ccccc2)c2ccccc2)cc1)c1ccc(C(=O)O)c(C(=O)O)c1	-3%	4	-1.2%	0%	-15%	-22	0	-5	-3
Cc1ccc(N2C(=O)C(Cl)=C(N3CCOCC3)C2=O)cc1Cl	-1%	4	0.2%	-2%	6%	0	-6	2	10
N#CC1=C(N)Oc2cc(O)ccc2C1c1cccs1 (stereo not given)	-4%	7	0.3%	?	-4%	-11	-2	9	-4
COc1ccc(CCNC(=O)C2CCN(C(=O)c3ccc(Cl)cc3)CC2)cc1OC	-3%	5	0.5%	2%	-2%	0	-3	-1	3
Cc1ccc(CNC(=O)CCCCCn2c(=O)c3sccc3n(CC(=O)Nc3c(C)cc(C)cc3C)c2=O)cc1	·	-2	12%	·	·	-10	2	2	-1
CC(=O)NS(=O)(=O)c1ccc(N=c2ssc3c2-c2cc(C)c(C)cc2NC3(C)C)cc1	8%	2	-0.2%	-10%	-8%	8	-3	12	-20

Remaining list, next part:
SMILES	Glioma ERSR ind	D1 agonist	RXFP1 ag	Vif-APOBEC3G blk	Vif-APOBEC3F blk	D1 antagonist	D1 potentiator	D2 potentiator	RXFP1 antagonist
Cc1ccc2nc(-c3ccsc3)c(Nc3ccc(C(C)C)cc3)n2c1	2%	1	3.3%	-5%	1%	-2	-2	-3	-14
COc1ccccc1/C=C/c1nc(C#N)c(NCc2ccccc2)o1	·	-1	25%	·	·	0	1	-8	-12
COc1ccc(CC(=O)NNS(=O)(=O)c2ccccc2)cc1OC	4%	2	-1.7%	4%	-5%	-10	-4	9	-10
CCCN1CCCc2ccccc21	-2%	0	-0.9%	2%	-9%	-31*	7	-6	12
CCC(=O)Nc1ccc(C(=O)NNC(=O)C2CCCCC2)cc1	-6%	3	0.5%	-4%	-5%	-16	-1	1	-1
C[C@@H]1CN(Cc2nc(-c3cnccn3)no2)C[C@H](C)O1	-2%	3	0.5%	2%	18%	9	-2	-13	9
O=C(CNC(=O)c1sc2ccccc2c1Cl)NCc1ccccc1	-3%	3	15%	-8%	0%	-17	-8	-2	-28
CCCNC(=O)c1ccc(N2CCC3(CC2)CC(c2ccccc2)=NO3)c(NC(=O)c2ccc(Br)cc2)c1	-1%	1	0.2%	-2%	-3%	-7	-1	9	·
COc1ccccc1NC1=NC(c2ccc(Cl)cc2)N=C(N)N1 (stereo not given)	-6%	3	-1.8%	?	-28%	-21	-7	-20	10
CC1(C)Cc2c(sc(NC(=O)c3ccc(Br)o3)c2C#N)CO1	-5%	4	2.1%	0%	2%	7	4	4	7

Retrieved by compound from the entries so far (3):
SMILES	Glioma ERSR ind	D1 agonist	RXFP1 ag	Vif-APOBEC3G blk	Vif-APOBEC3F blk	D1 antagonist	D1 potentiator	D2 potentiator	RXFP1 antagonist
CCC(=O)Nc1ccc(C(=O)NNC(=O)C2CCCCC2)cc1	-6%	3	0.5%	-4%	-5%	-16	-1	1	-1
COc1ccc(CC(=O)NNS(=O)(=O)c2ccccc2)cc1OC	4%	2	-1.7%	4%	-5%	-10	-4	9	-10
CCCNC(=O)c1ccc(N2CCC3(CC2)CC(c2ccccc2)=NO3)c(NC(=O)c2ccc(Br)cc2)c1	-1%	1	0.2%	-2%	-3%	-7	-1	9	·

An excerpt; rates above refer to the full screens.
